Screening data: PubChem, several laboratories
CHT allo act: allosterically activates the human high affinity choline transporter; B-score at 10 µM; Q9GZV3; hit rate 0.49% among 310,000; CHT-expressing cells, membrane potential dye, choline EC20; active compounds read high; LV-AA mutant CHT in HEK293 cells; AID 488977;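 active = initial fluorescence not abnormally high and integrated response B-score, plate-corrected, over 3 SD above library mean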
Target sequence (Q9GZV3 whole entry, looked up): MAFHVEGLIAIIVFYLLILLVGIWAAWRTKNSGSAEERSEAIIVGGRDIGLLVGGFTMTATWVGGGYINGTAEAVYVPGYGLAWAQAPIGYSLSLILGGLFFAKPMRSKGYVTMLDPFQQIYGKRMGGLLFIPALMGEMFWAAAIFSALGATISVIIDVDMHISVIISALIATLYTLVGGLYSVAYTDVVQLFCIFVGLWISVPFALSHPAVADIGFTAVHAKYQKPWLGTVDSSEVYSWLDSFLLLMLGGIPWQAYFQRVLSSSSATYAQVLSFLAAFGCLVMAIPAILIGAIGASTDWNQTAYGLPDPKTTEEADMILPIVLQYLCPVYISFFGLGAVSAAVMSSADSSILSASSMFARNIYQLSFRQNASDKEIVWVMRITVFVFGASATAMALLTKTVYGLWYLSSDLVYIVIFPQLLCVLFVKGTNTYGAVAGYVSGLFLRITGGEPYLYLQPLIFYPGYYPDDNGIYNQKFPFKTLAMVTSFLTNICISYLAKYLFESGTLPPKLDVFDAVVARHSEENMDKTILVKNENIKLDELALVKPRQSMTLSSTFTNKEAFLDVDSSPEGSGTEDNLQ
OX1R antag: blocks the human orexin 1 receptor; O43613; CHO/OX1R cells, Fluo-8 calcium fluorescence, orexin A; inhibition, % at 5 µM; hit rate 0.43% among 330,000;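 active = inhibition above its plate's threshold, mean inhibition of all tested compounds on the plate plus 3 SD, cut at about 37% in these data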;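 note: 0% = orexin A challenge wells and 100% = SB-334867-A antagonist wells; not every result past the cut was called active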
Target sequence (O43613 whole entry, looked up): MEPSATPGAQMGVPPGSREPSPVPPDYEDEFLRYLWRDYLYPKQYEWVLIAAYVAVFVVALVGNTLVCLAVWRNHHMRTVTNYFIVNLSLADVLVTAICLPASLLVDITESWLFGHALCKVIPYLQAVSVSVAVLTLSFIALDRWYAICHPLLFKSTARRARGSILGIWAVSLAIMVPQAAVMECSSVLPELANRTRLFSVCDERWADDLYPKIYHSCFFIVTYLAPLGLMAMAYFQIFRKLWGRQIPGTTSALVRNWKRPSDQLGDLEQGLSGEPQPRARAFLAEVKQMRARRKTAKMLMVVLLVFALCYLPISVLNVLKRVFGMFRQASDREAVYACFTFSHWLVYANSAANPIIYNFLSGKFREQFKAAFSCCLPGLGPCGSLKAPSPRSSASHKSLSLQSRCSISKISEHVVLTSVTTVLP
Starred values were filed as active, the others as inactive; i = inactive; · = no result given.

SMILES | CHT allo act | OX1R antag
CC[C@]12c3[nH]c4ccc(OC)cc4c3CCN1C(=O)C(CC(=O)NC/C=C(\C)CCC=C(C)C)C[C@@H]2C(=O)N1CCN(C(=O)C2CC2)CC1 (stereo not given in full) | · | -23
CCn1c(C)nc2cc(C(=O)NNS(=O)(=O)c3ccccc3F)ccc21 | i | -4
COc1ccc(OC)c(C(=O)COC(=O)c2ccc([N+](=O)[O-])o2)c1 | · | -16
CCCOc1ccc(CNC(=S)Nc2ccccc2)cc1Cl | i | -16
CCCOC(=O)c1c(N)sc2c1CCC2 | i | -14
CC(=O)Nc1c(O)nc(SCC(=O)Nc2nnc(CC(C)C)s2)[nH]c1=O | i | 13
Cc1ccccc1NC(=O)Cn1nc(C)n2cccc2c1=O | i | -18
COc1ccc(C2(C(=O)NCCc3ccccc3)CCCC2)cc1 | i | -3
Cc1nn(C)cc1CN(C)S(=O)(=O)c1cccc([N+](=O)[O-])c1 | i | -7
CCN(CC)C(=O)C(=O)c1cccn1-c1ccc(C#N)cc1 | i | -13
CCN(CC)CCOc1ccccc1C(C)=O | i | -10
CCOC(=O)CSc1ncc(-c2ccc([N+](=O)[O-])cc2)[nH]1 | i | -6
Cc1ccc(NC(=S)N(CCN(C)C)C(C)c2cccnc2)c(C)c1 (stereo not given) | i | 0
O=S1(=O)CCOC[C@H](c2ccccc2)N1Cc1ccccc1 | i | -15
CCc1cccc(CC)c1NC(=O)CN1C2CCCC1CC(NC(=O)Nc1cccc(OC)c1)C2 (stereo not given) | i | -34
O=C1CCC(C(=O)N2CCCC(C(=O)c3ccc4c5c(cccc35)CC4)C2)=NN1 (stereo not given) | i | -16
O=C(C1CCN(c2ccc(N3CCOCC3)nn2)CC1)N1CCc2ccccc2C1 | i | -10
Cc1ccc(C(=O)OCC(=O)NCc2ccco2)cc1C | · | -20
CCOc1ccc(C(=O)NN2CCOCC2)cc1 | i | 8
Cc1ccccc1NS(=O)(=O)c1cc(C(=O)N2CCCC2)ccc1Cl | i | -16

5 compounds from above, sorted by the number in OX1R antag, descending:
| compound | OX1R antag |
| --- | --- |
| CCOc1ccc(C(=O)NN2CCOCC2)cc1 | 8 |
| CCn1c(C)nc2cc(C(=O)NNS(=O)(=O)c3ccccc3F)ccc21 | -4 |
| CCN(CC)C(=O)C(=O)c1cccn1-c1ccc(C#N)cc1 | -13 |
| Cc1ccccc1NS(=O)(=O)c1cc(C(=O)N2CCCC2)ccc1Cl | -16 |
| Cc1ccccc1NC(=O)Cn1nc(C)n2cccc2c1=O | -18 |

More structures follow.
SMILES | CHT allo act | OX1R antag
CCOC(=O)CNC(=O)Nc1cccc(Cl)c1C | i | -10
Cc1cccc(NC(=S)NC(=O)c2ccc(Br)o2)c1 | i | -31
COc1ccc(C)cc1N(CC(=O)NC1CCCC1)C(=O)CCC(=O)Nc1nc(C)cs1 | i | -23
Cc1cc(C)n(CCNC(=O)C2CCC(=O)N(CCc3cccc(F)c3)C2)n1 (stereo not given) | i | -15
COc1ccc(C2=C/C(=C\c3ccccc3OC(C)=O)C(=O)O2)cc1 | i | -26
O=C(NCc1cccnc1)/C(=C\c1ccc(-c2cccc(Cl)c2)o1)S(=O)(=O)c1ccccc1 | i | -15
C=CCNCCOCCOc1ccccc1-c1ccccc1 | i | -20
O=C(Nc1nc2c(s1)CCCC2)c1cc(-c2ccc3c(c2)OCO3)nc2ccccc12 | i | -15
O=C(NCCC1=CCCCC1)c1c(O)nc2ccccn2c1=O | i | -25
CC(C)NC(=O)COC(=O)c1ccc(Oc2ccccc2)cc1 | i | -8
CCOC(=O)N(Cc1ccccc1)Cc1ccc(C(=O)N[C@@H](Cc2ccccc2)C(=O)O)cc1 | i | 0
CC(=O)c1sc(NC(=O)c2cccc3ccccc23)nc1C | i | -14
O=C(/C=C/c1cc(Br)ccc1F)Nc1cccnc1 | i | -6
COc1ccc(OC)c(CCNC(=O)CCc2nnc3ccc(N4CCOCC4)nn23)c1 | i | -7
Cc1ccc(Cl)cc1N1CCN(C(CC(C)C)c2nnnn2CC2CCCO2)CC1 (stereo not given) | i | -26
O=C(c1ccc(C(F)(F)F)n(Cc2ccc(Cl)cc2)c1=O)N1CCOCC1 | i | -18
OCC(O)C(O)C(O)C(O)c1nc2ccccc2[nH]1 (stereo not given) | i | -6
O=c1[nH]c(CSc2nc3ccccc3[nH]2)nc2c1cnn2-c1ccccc1 | i | 90*
CCOC(=O)c1ccc(CNC(=O)Cn2nnc(-c3ccccc3F)n2)o1 | i | -15
COc1ccc(C(=O)Nc2cccc(C(C)=O)c2)c(OC)c1OC | i | -11
CCCNC(=O)C(Cc1ccc(I)cc1)NC(=O)c1ccc(C#N)cc1 (stereo not given) | · | -12
CC(C)(C)c1ccc(/C=N/Nc2cccc(C(=O)O)c2)cc1 | i | -8
COc1ccc(Cl)cc1NC(=O)CN(C)CC(=O)N1CC(=O)Nc2ccccc21 | · | -2
Cc1cc(OCC(=O)NNC(=O)c2cccnc2)cc(C)c1Cl | i | ·
Oc1ccc(F)c2cccnc12 | i | -7
Cc1cc(Nc2c(C)n(C)n(-c3ccccc3)c2=O)c2ccccc2n1 | i | -14
O=C(O)CCc1nc(-c2ccccc2)c(-c2ccccc2)o1 | i | -10
CNCc1c(OCc2ccccc2)ccc2ccccc12 | i | -25
COc1ccc(N2CC(C)Cn3c2nc2c3c(=O)n(Cc3ccc(F)cc3)c(=O)n2C)c(OC)c1 (stereo not given) | i | -30
Cc1ccc(S(=O)(=O)N2CCCC(C(=O)NCc3ccc4c(c3)OCO4)C2)cc1 (stereo not given) | i | -33
N/C(Cn1nnc(-c2ccccc2)n1)=N\O | i | -3
COc1ccccc1CC(NC(C)=O)C(=O)NC1CCN(C(=O)Nc2ccccc2C)CC1 (stereo not given) | i | -2
O=C(CN1CCOCC1)Nc1ccccc1NC(=O)C1CCN(c2ncccn2)CC1 | i | -18
C=CCNC(=O)CC1C(=O)NCCN1Cc1ccc(-c2ccccc2)cc1 (stereo not given) | i | -7
COc1ccc(C2(C(=O)Nc3ccc(S(N)(=O)=O)cc3)CCCC2)cc1 | i | 10
CC12CCC(=O)N1C(C(=O)Nc1nc3ccc(F)cc3s1)CS2 (stereo not given) | · | 1
CC(O)[C@H]1CNC(=O)C(=O)N1CCc1cccc2ccccc12 (stereo not given in full) | i | -23
COc1ccc(C(=O)CSc2nnc(-c3ccoc3C)n2CC2CCCO2)cc1 (stereo not given) | i | -23
CCCn1c(C2CCCN2c2nc(-c3ccc(C)cc3)cs2)nc2cc(Cl)c(N3CCCCC3)cc21 (stereo not given) | i | -63
Cc1cc2[nH]c3c(c[n+](C)c4ccccc34)c2cc1C | i | -10

3 entries drawn at random from those above, as already listed:
SMILES | CHT allo act | OX1R antag
CCCn1c(C2CCCN2c2nc(-c3ccc(C)cc3)cs2)nc2cc(Cl)c(N3CCCCC3)cc21 (stereo not given) | i | -63
O=C(O)CCc1nc(-c2ccccc2)c(-c2ccccc2)o1 | i | -10
C=CCNC(=O)CC1C(=O)NCCN1Cc1ccc(-c2ccccc2)cc1 (stereo not given) | i | -7

Compound profiles, as listed above. Order of screens: CHT allo act, OX1R antag
`O=C1CCC(C(=O)N2CCCC(C(=O)c3ccc4c5c(cccc35)CC4)C2)=NN1` (stereo not given) is entered as i, -16
`Cc1cc(C)n(CCNC(=O)C2CCC(=O)N(CCc3cccc(F)c3)C2)n1` (stereo not given) is entered as i, -15

Further structures:
SMILES | CHT allo act | OX1R antag
COC(=O)C1=CN(Cc2ccc(F)cc2)C=C(C(=O)OC)C1c1cc(OC)c(OC)c(OC)c1 | i | -42
Cc1noc(C)c1S(=O)(=O)N(CCc1ccccc1)Cc1ccccc1 | i | -39
COc1ccccc1OCC(=O)Nc1ccc(S(=O)(=O)Nc2cc(C)nc(C)n2)cc1 | i | -2
COc1ccc(/C=N/Nc2nc(C)cc(-c3ccccc3)n2)c(OC)c1 | i | -26
CCOC(=O)Cn1nc(/C=C/c2ccccc2)ccc1=O | i | 8
Cc1c(Cl)cccc1NC(=S)NCCc1ccccn1 | i | -14
O=S(CC1CC1(Cl)Cl)CC1CC1(Cl)Cl (stereo not given) | i | -2
CCOc1cc(S(=O)(=O)NC2CC(C)(C)NC(C)(C)C2)ccc1Cl | i | -13
CC1=CC(=C2C(=O)c3ccccc3C2=O)C=C(C)N1C | i | 11
O=C(COc1ccc(C(=O)c2ccccc2)cc1)NC1CCCCC1 | i | -22
COc1ccc(NC(=O)COC(=O)COc2cccc(Br)c2)cc1OC | i | -6
CCCCNC(=S)NC(=O)c1ccc(Cl)cc1Cl | i | -42
COc1ccc(N2CCN(C(=O)C3Cc4ccccc4CN3C(=O)c3ccco3)CC2)cc1 (stereo not given) | · | -19
S=C(Nc1ccc(Cl)cc1Cl)N1CCCC1 | i | 2
CCNC(=O)NC(=O)C(C)Sc1nc2ccccc2c(=O)n1-c1cccnc1 (stereo not given) | i | -22
Cc1ccc(N(CC(=O)NCc2ccco2)C(=O)CCC(=O)Nc2nccs2)c(C)c1 | i | -20
CCOCCn1c(=O)c2c(nc3n2CCN3c2ccc(C)cc2)n(C)c1=O | i | -1
COc1ccccc1C(=O)NC(CCSC)C(=O)NCCCn1nc(C)cc1C (stereo not given) | i | -26
C#Cc1cccc(C(=O)N2CCCC(CCC(=O)NCc3ccccc3F)C2)c1 (stereo not given) | i | -39
Cn1c(CN2CCOCC2)nnc1SCC(=O)Nc1cc(Cl)ccc1Cl | i | -5

The closing 5 compounds of the part above lead into the next.
SMILES | CHT allo act | OX1R antag
Cc1ccc(N(CC(=O)NCc2ccco2)C(=O)CCC(=O)Nc2nccs2)c(C)c1 | i | -20
CCOCCn1c(=O)c2c(nc3n2CCN3c2ccc(C)cc2)n(C)c1=O | i | -1
COc1ccccc1C(=O)NC(CCSC)C(=O)NCCCn1nc(C)cc1C (stereo not given) | i | -26
C#Cc1cccc(C(=O)N2CCCC(CCC(=O)NCc3ccccc3F)C2)c1 (stereo not given) | i | -39
Cn1c(CN2CCOCC2)nnc1SCC(=O)Nc1cc(Cl)ccc1Cl | i | -5
O=C(COc1ccc(Cl)cc1)NCc1nnc(SCC(=O)NC2CCCC2)o1 | i | -24
COc1cccc(C2SCC(=O)N2c2ccc(Cl)cc2)c1OC (stereo not given) | i | -27
CN(C)CCSc1nc(N)c2c3c(sc2n1)COC(C)(C)C3 | i | -5
COc1ccc(CC(=O)N2CCN(C(=O)Cc3ccc(OC)cc3)CC2)cc1 | i | -32
O=C1CCCCC1Oc1ccc2ccc(=O)oc2c1 (stereo not given) | i | -6
O=C(CSc1nccn1-c1cccc(F)c1)NC1CCCC1 | · | 0
CCC(Sc1nc2c(c(=O)n1CC)SC(C)C2)C(=O)OC (stereo not given) | i | -22
CCN1CCN(c2ccc(S(=O)(=O)N3CCCCC3)cc2NC(=O)c2ccc(OC(F)F)cc2)CC1 | i | -20
CCSc1ccccc1C(=O)NCc1ccc(OC)cc1 | i | -8
COc1cccc(/C=N/NC(=O)CNC(=O)COc2ccccc2)c1O | i | -17
COc1ccc(C(C(=O)NC(C)(C)C)N(C(=O)CCC(=O)Nc2cc(C)on2)c2ccccc2F)cc1 (stereo not given) | i | -28
Cc1cc(N2C(=O)C(O)=C(C(=O)c3cccs3)C2c2cccc(O)c2)no1 (stereo not given) | i | -6
COc1ccc(OC)c2[nH]c(=O)c(CCNC(=O)C(C)C)cc12 | i | -12
CCOc1ccc(S(=O)(=O)N2CCN(CC)CC2)cc1NC(=O)c1ccccc1F | i | -38
O=C1/C(=C/c2cccnc2)Cc2ccc(Cl)cc21 | i | -15
Cc1ccc2nc3n(c(=O)c2c1)-c1cc(Cl)ccc1C(=O)NC3Cc1ccc(O)cc1 (stereo not given) | · | -21
CCSc1nnc(NC(=O)CSc2nccn2-c2cccc(C)c2C)s1 | i | -31
CC(O)(CS(=O)(=O)Cc1ccc(Cl)cc1)C(=O)Nc1cccc(C(F)(F)F)c1 (stereo not given) | i | -12
O=C(COC(=O)c1ccccc1C(=O)N1CCN(c2ccccc2)CC1)Nc1ccccc1 | i | -15
COc1ccc(NC(=O)CN(C)C(=O)c2cccc(S(=O)(=O)Nc3ccc(OC)cc3)c2)cc1 | i | -29
COc1ccc(CCn2ccc(O)c(Cc3ccc(Cl)cc3)c2=O)cc1OC | i | -35
CCCCN(C)CCN1C(=O)C2C(C(=O)Nc3ccc(Cl)cc3)C3C=CC2(O3)C1C(=O)NC1CCCCC1 (stereo not given) | i | -12
O=C(O)/C=C/c1ccc2ccccc2n1 | i | -12
Cn1c(SCC(=O)NC2CC2)nnc1C1CC1 | i | 14
CCc1nc2ccc(C(=O)Nc3ccc(NC(C)=O)cc3)cc2nc1CC | i | -25
O=S(=O)(Nc1ccc(F)cc1)c1ccc(NS(=O)(=O)c2cccs2)cc1 | i | 3
CCN(CC)c1ccc(C(=O)NNC(=O)CN2C(=O)NC3(CCCCC3)C2=O)cc1 | i | -2
C=CCOc1ccc(CNn2c(C)n[nH]c2=S)cc1OC | i | -14
C/C=C/Cn1cccc(C(=O)Nc2ccc(OC)cc2)c1=O | i | -34
CC(C)c1ccc(CCNC(=O)CCNC(=O)c2ccc(Br)cc2)cc1 | i | -27
COc1ccc(C(C(=O)NC2CCCCC2)N(C(=O)c2ccco2)c2ccccc2C(C)=O)cc1OC (stereo not given) | i | -37
CCn1c(N2CCN(CC(=O)Nc3cccc(C)c3C)CC2)nc2ccccc21 | i | -39
O=C(NCc1ccccc1Cl)C1CCCN(S(=O)(=O)c2cccc3nonc23)C1 (stereo not given) | i | -21
O=C(c1cccc(Cl)c1)N1CCN(c2ncccn2)CC1 | i | ·
O=C(NCCCN1CCN(c2ccccc2F)CC1)C1CCN(S(=O)(=O)c2cccs2)CC1 | i | -31
Cc1cccc(NC(=O)CC(C)(C)C)c1 | i | -3
COc1ccc(N(CC(=O)NCCc2ccccc2)C(=O)c2csnn2)cc1OC | i | -9
CCOC(=O)C1CCN(C2CCN(Cc3nc(-c4ccccc4)no3)CC2)CC1 | i | -13
O=C(c1ccc(Cl)cc1[N+](=O)[O-])N1CCOCC1 | i | -14
COc1ccc(CCNC(=O)CSc2nn(-c3ccccc3)c(=S)s2)cc1 | i | -22
N#CCCN(C(=O)COc1ccc(F)cc1Br)c1ccccc1F | i | -8
COC(=O)C(CC(=O)Nc1cc(C)ccc1C)Nc1ccccc1OC (stereo not given) | i | -17
